Source: PubChem (National Center for Advancing Translational Sciences (NCATS))
rTrxR1 inhibitor – blocks rat thioredoxin reductase 1; Potency, µM (highest dose often 114 µM), for inactives: top-dose activity change, negative = inhibition, hits mostly inhibitors; 390,000 tested, 1% active; recombinant rTrxR1, NADPH fluorescence consumption, selenite substrate; note: % is set by controls: 0 for no effect and ±100 for the full control effect; nearly all actives have a fitted effect of over 65% in size
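Rat TrxR1 (90 nM in the dispensed reagent) was pre-reduced with 400 uM NADPH for 5 min at room temperature, then incubated with compound for 15 min. After 400 uM selenite was added, NADPH fluorescence (Ex 340/Em 450 nm) was followed for 8 min.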
Vif-A3G inh – blocks the Vif interaction with human APOBEC3G; 410,000 tested, 0.076% active; Potency, µM (top dose mostly 46.1 µM), inactives show at the highest dose activity, negative = active, actives largely listed as inhibitors; AID 602310; HeLa A3G-eYFP + Vif (tagged APOBEC3G with the HIV-1 protein that degrades it), YFP fluorescence, overnight; Q9HC16;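 note: % is set by controls: 0 for no effect and ±100 for the full control effect; nearly all actives have a fitted effect of over 60% in size; hits raise eYFP signal because A3G escapes Vif-driven loss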
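HeLa cells stably expressing Vif and C-terminally eYFP-tagged A3G, seeded overnight at 37 deg C, then exposed to compound by pintool overnight at 37 deg C. Rise in yellow fluorescence (Ex 488/Em 500-530, Acumen) marks blocked Vif-driven A3G degradation.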
TrxR1 substrate – substrates of rat thioredoxin reductase 1 | O89049 | purified TrxR1 substrate turnover, NADPH consumption readout | Potency, µM (series often up to 114 µM), for the others: at the top dose activity change, negative = substrate turnover | 390,000 tested, 0.01% active | AID 588456; note: % is set by controls: 0 for no effect and ±100 for the full control effect; nearly all actives have a fitted effect of over 50% in size
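Rat TrxR1, dispensed at 90 nM, was prereduced with 400 uM NADPH (final) for 5 min at ~22 deg C, then incubated with compound 15 min before 400 uM selenite. A first-read NADPH fluorescence drop versus no-compound background flagged substrates.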
USP1 inh – blocks the human USP1/UAF1 deubiquitinase complex. O94782. recombinant USP1/UAF1, Ub-Rhodamine cleavage fluorescence. Potency, µM (doses to about 57.1 µM), for the others: at the highest dose activity change, negative = inhibition, most hits filed as inhibitors. 390,000 tested, 0.23% active; note: % is set by controls: 0 for no effect and ±100 for the full control effect; nearly all actives have a fitted effect of over 60% in size; inactives centre near -12
Target sequence (O94782 whole entry, looked up): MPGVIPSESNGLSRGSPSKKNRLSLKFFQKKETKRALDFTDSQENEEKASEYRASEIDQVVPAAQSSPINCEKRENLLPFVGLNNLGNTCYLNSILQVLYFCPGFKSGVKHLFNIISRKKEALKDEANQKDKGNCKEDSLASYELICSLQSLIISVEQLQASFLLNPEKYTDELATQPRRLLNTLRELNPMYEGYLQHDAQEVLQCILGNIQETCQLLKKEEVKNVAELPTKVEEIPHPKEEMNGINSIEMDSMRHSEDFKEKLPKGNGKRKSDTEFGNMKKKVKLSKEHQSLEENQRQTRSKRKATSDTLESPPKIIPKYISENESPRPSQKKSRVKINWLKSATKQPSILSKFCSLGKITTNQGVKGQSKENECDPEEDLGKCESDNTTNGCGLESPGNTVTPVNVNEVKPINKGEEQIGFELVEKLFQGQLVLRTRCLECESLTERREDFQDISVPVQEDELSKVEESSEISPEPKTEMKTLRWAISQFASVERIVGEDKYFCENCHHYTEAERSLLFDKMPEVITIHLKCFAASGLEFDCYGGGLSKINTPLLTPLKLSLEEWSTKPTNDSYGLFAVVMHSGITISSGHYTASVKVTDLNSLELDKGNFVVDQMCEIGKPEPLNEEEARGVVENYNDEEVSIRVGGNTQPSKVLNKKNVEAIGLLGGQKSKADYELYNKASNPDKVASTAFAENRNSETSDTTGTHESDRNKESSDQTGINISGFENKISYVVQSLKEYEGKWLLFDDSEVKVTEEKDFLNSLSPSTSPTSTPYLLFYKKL
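USP1/UAF1 complex (1 nM) preincubated 15 min at room temperature with compound, then Ub-Rho substrate (150 nM final) added. Kinetic fluorescence at 480/540 nm over 6 reads at 60 s intervals; 50 mM HEPES pH 7.8, 0.5 mM EDTA, 0.1 mg/ml BSA, 1 mM TCEP, 0.01% Tween-20.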
Vif-APOBEC3F blk – Vif-A3F binding inhibition. HeLa A3F-eYFP + Vif (tagged APOBEC3F with the HIV-1 protein that degrades it), YFP fluorescence increase. Potency, µM (top dose mostly 46.1 µM), for the others: at the highest dose activity, negative = active. 390,000 tested, 0.2% active; note: % of control where 0% means no effect; nearly all actives have a fitted effect of over 65% in size
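HeLa cells stably expressing Vif plus C-terminally eYFP-tagged A3F were seeded, incubated overnight at 37 deg C, dosed with compound, incubated overnight again at 37 deg C. Yellow fluorescence (Ex 488/Em 500-530) reported blocked Vif-mediated A3F-eYFP degradation.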
mIDH1 inhibitor – inhibitors of human mutant IDH1 R132H | IDH1-R132H enzyme, NADPH consumption, diaphorase/resazurin fluorescence | O75874 | Potency, µM (titrated, usually from 76.6 µM), inactives show top-dose activity change, negative = inhibition, usual class: inhibitors | 390,000 tested, 0.093% active | AID 602179; note: % is set by controls: 0 for no effect and ±100 for the full control effect; nearly all actives have a fitted effect of over 65% in size
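IDH1-R132H (0.5 ug/mL) preincubated 30 min with compound, then NADPH (0.016 mM) and alpha-KG (2 mM) added; 80 min at RT, pH 7.5. Remaining NADPH coupled via diaphorase/resazurin to fluorescence (540/590 nm); concentration-response curves normalized to no-enzyme control.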
ALOX12 inh – ALOX12 (human) lipoxygenase inhibition | 580,000 tested, 1.1% active | Potency, µM (top dose mostly 108 µM), for inactives: at the top dose activity change, negative = inhibition, actives largely listed as inhibitors | purified 12hLO, xylenol orange hydroperoxide absorbance; note: % is set by controls: 0 for no effect and ±100 for the full control effect
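Purified human 12hLO at 150 nM in 25 mM Hepes, 0.01% Triton X-100, pH 7.0, preincubated 15 min at room temperature with compound. Reaction started with 40 uM arachidonic acid, 30 min at room temperature. Hydroperoxide measured by Fe-xylenol orange, 573/405 nm absorbance ratio.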
RGS4 inh – blocks human RGS4-accelerated GTP hydrolysis. P49798. 390,000 tested, 0.039% active. Transcreener GDP fluorescence polarization, RGS4-accelerated GTP hydrolysis. Potency, µM (doses to about 114 µM), for inactives: top-dose activity change, negative = inhibition, usual class: inhibitors; note: % is set by controls: 0 for no effect and ±100 for the full control effect; nearly all actives have a fitted effect of over 75% in size; some results filed as inactive show a strong effect at the top dose
Target sequence (P49798 whole entry, looked up): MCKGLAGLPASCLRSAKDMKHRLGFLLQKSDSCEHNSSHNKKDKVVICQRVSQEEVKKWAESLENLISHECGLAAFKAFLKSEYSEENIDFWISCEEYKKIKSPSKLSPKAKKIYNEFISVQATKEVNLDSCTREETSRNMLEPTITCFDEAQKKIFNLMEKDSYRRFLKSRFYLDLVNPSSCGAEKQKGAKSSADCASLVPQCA
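MLSMR compounds (23 nl, pin-transferred) preincubated 10 min at room temperature with a 500nM (2x) first reagent, then RGS4 at 900nM (2x) plus Transcreener GDP mix added; fluorescence polarization (620/688 nm) read before and after 90 min at 30 °C.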
RXFP1 agonist – agonists of human relaxin receptor RXFP1; Q9HBX9; HEK293T-RXFP1 cAMP TR-FRET, 30 min; response scale: percent of porcine relaxin response, buffer zero; Potency, µM (doses to about 57.5 µM), for inactives: at the highest dose activation, most hits filed as activators; 370,000 tested, 0.3% active; AID 2676; note: % is set by controls: 0 for no effect and ±100 for the full control effect; nearly all actives have a fitted effect of over 60% in size; many of its hits are not listed in these tables
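HEK293T cells stably expressing RXFP1 were pretreated with the PDE4 inhibitor Ro 20174, exposed to compounds for 30 min at 37C, lysed, and cAMP was read by TR-FRET. Data normalized to buffer (basal) and 29 nM porcine relaxin (100%).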
Active calls of the source: *; ? = inconclusive; . = no result given; [ ] = dose if it differs, or a comment. Calls come from the whole dose curve; as a rule, active = well fitted curve in the direction sought with a large enough effect; inconclusive = small, poorly fitted or top-dose-only effect, or another doubt; inactive = no such curve, though single readings can be large; an effect the other way counts as inactive or inconclusive. Potency is the fitted concentration of half-maximal effect. A portion of the library; the hit share may differ from the screen's.

SMILES	rTrxR1 inhibitor	Vif-A3G inh	TrxR1 substrate	USP1 inh	Vif-APOBEC3F blk	mIDH1 inhibitor	ALOX12 inh	RGS4 inh	RXFP1 agonist
CC(=O)Nc1ccc(S(=O)(=O)N[C@@H](C)C(=O)N(C)Cc2cccs2)cc1	27%	-1%	9%	-21%	0%	5%	-5%	8%	0.3%
O=C(OCC(=O)C12CC3CC(CC(C3)C1)C2)c1ccccc1O	25%[57.1 µM]	3%	22%[57.1 µM]	-14%	4%	2%	8%	24%	.
Cc1cc(N(CN2CCCC2=O)C(=O)c2ccccc2)no1	-5%	-4%	2%	-8%	-1%	1%	0%	10%	5.3%
COc1cccc(CNC(=O)NCc2noc3ccc(C)cc23)c1	10%	-3%	-4%	-3%	-3%	24%	4%	13%	0.2%
CC(C)NCCCOc1ccc(Cl)cc1Br	5%	0%	3%	-17%	3%	5%	?	25%	-0.4%
CC(C)OCCCn1c(=N)c(S(=O)(=O)c2ccccc2)cc2c(=O)n3ccccc3nc21	67%[activator]	-7%	113%[activator]	-23%	-12%	-2%	1%	-3%	0.3%
Cn1c(SCC(=O)NC2CCCC2)nnc1-c1ccco1	10%	1%	-1%	-9%	10%	-12%	1%	1%	4.5%
CCOC(=O)c1cnc(SC2CC(=O)N(c3ccccc3)C2=O)nc1N (configuration not stated)	2%[57.1 µM]	-1%	11%[57.1 µM]	5%	0%	2%	-9%	0%	4.9%
O=C(/C=C/c1ccc(Cl)cc1)Nc1cc(S(=O)(=O)N2CCOCC2)ccc1N1CCOCC1	0%[57.1 µM]	-8%	7%	-6%	-4%	2%	-17%	-13%	.
CN(C)CC(=O)Nc1ccc2cn[nH]c2c1	21%	-1%	5%	-19%	1%	0%	-4%	0%	0.0%
COc1ccc(CNS(=O)(=O)CCNCCc2ccccc2)cc1	13%	5%	3%	-13%	7%	14%	-4%	16%	.
CCOc1ccccc1N(CC(=O)NC1CCCCC1)C(=O)CNC(=O)c1ccco1	-15%	5%	1%	0%	10%	-7%	11%	-11%	0.3%
CCn1c(N2CCN(C(=O)C34CC5CC(CC(C5)C3)C4)CC2)nc2ccccc21	-5%	0%	-8%	-9%	-8%	-3%	.	-7%[56.9 µM]	-0.8%
Cc1ccc(C)c(NC(=O)Cn2nc(-c3ccccc3)nc2-c2ccccc2)c1	8%	2%	-6%	-21%	0%	10%	?	3%	-0.5%
Cc1nnc2c(Nc3cccc(O)c3)nc3ccccc3n12	1%	0%	-5%	-14%	?	-12%	-6%	-45%	8.3%
CC(C)Oc1ccc(Br)cc1/C=N\NC(N)=S	?	-5%	-21%	-2%	?	-5%	40µM*	-39%	-0.4%
O=S(=O)(c1ccc(Cl)cc1)N1CCSC1c1ccco1 (configuration not stated)	-14%	-11%	-4%	-28%	-4%	5%	?	-16%	0.9%
CC(=O)c1ccc(OCC(O)CN2CC(C)OC(C)C2)cc1 (configuration not stated)	-9%	-3%	1%[57.1 µM]	3%	-4%	-3%	0%	-9%	0.9%
Nc1cccnc1Sc1cc(Cl)cc(Cl)c1	0%	-5%	-3%	-26%	-6%	3%	-13%	2%	1.3%
COc1ccc(-c2nnc(C3CCN(S(=O)(=O)c4ccc(C)c(C)c4)CC3)o2)cc1	10%	4%	-4%	-22%	3%	-6%	3%	21%	0.2%
CC(C)N(Cc1cc2ccccc2[nH]c1=O)C(=O)c1ccco1	-9%[57.1 µM]	-4%	0%[57.1 µM]	-16%	-7%	8%	-8%	-26%	-1.5%
Nc1c(-c2ccccc2)c(CN2CCOCC2)nn1-c1cccc([N+](=O)[O-])c1	10%	-1%	6%	-19%	-10%	4%	?	0%	-2.5%
O=C(Cn1nnc2ccccc21)Nc1ccccc1[N+](=O)[O-]	27%[57.1 µM]	-1%	17%[57.1 µM]	-14%	-12%	6%	0%	16%	1.4%
CCOC(=O)c1ccc(NC(=S)N(CCCN2CCCC2)Cc2ccco2)cc1	-1%[57.1 µM]	3%	6%[57.1 µM]	-21%	13%	1%	-19%	-17%	4.6%
CC(C)(C)n1nnnc1C(c1cccs1)N(Cc1cccnc1)Cc1ccccc1Cl (configuration not stated)	-6%	-8%	-9%	-17%	.	?	-1%	-17%	0.1%
CCCCOC(=O)CCc1n[nH]c(=O)[nH]c1=O	6%[57.1 µM]	1%	6%[57.1 µM]	5%	-4%	3%	0%	-19%	1.0%
CCOC(=O)c1c(O)c2ccccc2n(C)c1=O	-4%	-4%	-1%	-15%	7%	4%	-18%	-16%	1.9%
COc1ccc(NS(=O)(=O)c2cc(NC(=O)CCNC(C)=O)ccc2N2CCOCC2)cc1	7%[57.1 µM]	0%	1%[57.1 µM]	-14%	-9%	4%	-5%	-44%	1.2%
C[C@@H](C(=O)Nc1nccs1)N1C(=O)C2CC=CCC2C1=O (some centres not stated)	0%[2.29 µM]	-2%	8%[57.1 µM]	3%	6%	1%	9%	7%	.
COc1ccc(CCN(C)C2CCCN(S(C)(=O)=O)C2)cc1OC (configuration not stated)	3%	0%	-3%	1%	4%	6%	-1%	1%	0.5%

Ordered by molar mass (largest number first): 7 of the compounds above.
SMILES	rTrxR1 inhibitor	Vif-A3G inh	TrxR1 substrate	USP1 inh	Vif-APOBEC3F blk	mIDH1 inhibitor	ALOX12 inh	RGS4 inh	RXFP1 agonist
CC(C)(C)n1nnnc1C(c1cccs1)N(Cc1cccnc1)Cc1ccccc1Cl (configuration not stated)	-6%	-8%	-9%	-17%	.	?	-1%	-17%	0.1%
CCOC(=O)c1ccc(NC(=S)N(CCCN2CCCC2)Cc2ccco2)cc1	-1%[57.1 µM]	3%	6%[57.1 µM]	-21%	13%	1%	-19%	-17%	4.6%
CC(C)Oc1ccc(Br)cc1/C=N\NC(N)=S	?	-5%	-21%	-2%	?	-5%	40µM*	-39%	-0.4%
CC(C)N(Cc1cc2ccccc2[nH]c1=O)C(=O)c1ccco1	-9%[57.1 µM]	-4%	0%[57.1 µM]	-16%	-7%	8%	-8%	-26%	-1.5%
C[C@@H](C(=O)Nc1nccs1)N1C(=O)C2CC=CCC2C1=O (some centres not stated)	0%[2.29 µM]	-2%	8%[57.1 µM]	3%	6%	1%	9%	7%	.
Nc1cccnc1Sc1cc(Cl)cc(Cl)c1	0%	-5%	-3%	-26%	-6%	3%	-13%	2%	1.3%
CCCCOC(=O)CCc1n[nH]c(=O)[nH]c1=O	6%[57.1 µM]	1%	6%[57.1 µM]	5%	-4%	3%	0%	-19%	1.0%

More entries follow.
SMILES	rTrxR1 inhibitor	Vif-A3G inh	TrxR1 substrate	USP1 inh	Vif-APOBEC3F blk	mIDH1 inhibitor	ALOX12 inh	RGS4 inh	RXFP1 agonist
CCNC(=S)NN=C1CCC(C(C)(C)C)CC1 (configuration not stated)	-14%	-1%	-3%	-11%	-28%	-1%	0%	8%	0.3%
CC(=O)Nc1ccccc1OC(C)C(=O)NC(C)c1ccc(F)cc1 (configuration not stated)	9%[57.1 µM]	0%	9%[57.1 µM]	-9%	-5%	10%	-16%	24%	1.4%
FC(F)(F)c1cccc(-c2ccn3ncnc3n2)c1	18%[57.1 µM]	0%	15%[57.1 µM]	-19%	3%	1%	-12%	8%	1.1%
O=C(Nc1cccc(C(=O)N2CCN(c3ccc(F)cc3)CC2)c1)c1nsc2ccccc12	23%[57.1 µM]	-2%	3%[57.1 µM]	-14%	-4%	0%	-8%	-19%	5.7%
S=C(NCCCc1cnc[nH]1)NCCCN(Cc1ccc(Cl)cc1)c1ccc(Br)cc1	1%	-11%	-8%	.	.	.	.	12%	.
Cc1cccn2c(CN[C@@H]3CCCC[C@H]3c3ccccc3)c(C(=O)N3CCOCC3)nc12	16%	0%	0%	-16%	6%	-3%	7%	10%	0.9%
COC(=O)C1=C(C)N=C2SC(C#N)=C(N)N2C1c1ccc(OC)cc1 (configuration not stated)	-1%	-24%	-4%	?	.	-2%	0%	15%	4.5%
CC(=O)c1ccccc1OCCn1nc(C(=O)O)c2ccccc2c1=O	7%	1%	3%	0%	-10%	10%	-8%	9%	-0.3%
O=C(c1cccc(-n2cccc2)c1)N1CCN(S(=O)(=O)c2ccc(F)cc2)CC1	?	0%	6%	-23%	-5%	9%	-6%	-18%	0.5%
Cc1cc(COc2ccccc2)oc1C(=O)O	19%	2%	-6%	-15%	2%	-2%	?	22%	4.2%
CCOCCCn1c(=N)c(S(=O)(=O)c2ccc(C)cc2)cc2c(=O)n3ccccc3nc21	73%[activator]	-1%	196%[activator]	-16%	?	-2%	?	11%	15%
